DNMT1 inh = DNMT1 (human) enzyme inhibition; DNMT1 molecular beacon, Hinp1I cleavage, fluorescence; inhibition (reported as % activation of signal), % at 10 µM; actives 0.83% (n = 360,000); in the data active means inhibition above about 50%
Target sequence (P26358 504-1616 limits assumed): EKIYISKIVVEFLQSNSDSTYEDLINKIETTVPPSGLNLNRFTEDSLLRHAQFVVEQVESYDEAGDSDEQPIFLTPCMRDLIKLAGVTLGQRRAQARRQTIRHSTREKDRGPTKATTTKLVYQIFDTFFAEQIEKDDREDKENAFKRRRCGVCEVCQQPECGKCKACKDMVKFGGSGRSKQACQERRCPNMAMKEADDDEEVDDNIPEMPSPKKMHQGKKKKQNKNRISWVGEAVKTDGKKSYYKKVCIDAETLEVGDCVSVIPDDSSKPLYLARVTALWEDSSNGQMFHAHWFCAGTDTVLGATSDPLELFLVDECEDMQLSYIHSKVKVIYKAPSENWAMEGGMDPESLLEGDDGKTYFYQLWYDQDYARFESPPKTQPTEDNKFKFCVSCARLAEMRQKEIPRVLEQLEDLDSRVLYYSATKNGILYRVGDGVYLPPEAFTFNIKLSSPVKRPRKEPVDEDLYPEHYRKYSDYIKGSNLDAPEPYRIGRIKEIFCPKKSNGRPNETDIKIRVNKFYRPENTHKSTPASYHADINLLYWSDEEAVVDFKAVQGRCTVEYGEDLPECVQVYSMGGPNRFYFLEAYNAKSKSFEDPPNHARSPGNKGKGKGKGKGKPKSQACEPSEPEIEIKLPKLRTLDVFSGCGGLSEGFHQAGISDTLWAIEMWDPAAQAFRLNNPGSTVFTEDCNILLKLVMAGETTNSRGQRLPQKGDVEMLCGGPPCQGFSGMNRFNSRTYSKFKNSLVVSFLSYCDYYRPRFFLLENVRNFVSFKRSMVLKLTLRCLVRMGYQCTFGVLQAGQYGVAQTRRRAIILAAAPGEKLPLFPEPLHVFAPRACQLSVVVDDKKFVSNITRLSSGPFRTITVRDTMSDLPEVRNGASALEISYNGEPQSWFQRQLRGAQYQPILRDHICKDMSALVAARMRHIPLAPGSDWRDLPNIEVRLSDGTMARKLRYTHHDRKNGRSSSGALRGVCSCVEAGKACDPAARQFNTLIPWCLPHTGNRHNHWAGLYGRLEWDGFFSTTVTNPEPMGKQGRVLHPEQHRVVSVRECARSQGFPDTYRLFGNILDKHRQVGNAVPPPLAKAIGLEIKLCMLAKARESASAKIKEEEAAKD
CSN deneddyl inh = inhibitors of human CSN-mediated cullin deneddylation | Purified CSN, SCF-Nedd8-OG deneddylation, fluorescence polarization | inhibition, % at 12.5 µM | actives 0.38% (n = 360,000) | AID 651999 | Q92905;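 active means pattern-corrected inhibition above about 35%, with an unprinted fluorescence ratio check between 0.5 and 1.5, limit read from the data, passing the limit was not always enough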;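 further: 0% = enzyme with substrate and 100% = substrate without enzyme; some results filed as inactive read as strong as hits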
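test system = HEK293T-derived human Csn5 enzyme | amount = 0.24 nM Csn5 enzyme, final concentration | medium = Tris/NaCl/DTT buffer, pH 7.5 | schedule = 90 min reaction at room temperature | signal = FP | evaluation = inhibition of Csn5 cleavage, % | compound dosing = single dose of 12.5 µM compound with 0.25% DMSO | probe or stimulus = 10 nM SCFSkp2-Nedd8OG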
Scp-1 inhibitor = blocks human Scp-1 phosphatase activity. inhibition, % at 20 µM. Recombinant Scp1, phosphopeptide, malachite green phosphate absorbance. actives 0.88% (n = 340,000). Q9GZU7;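 active means inhibition above about 50% at 20 µM, limit read from the data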;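 further: plate controls were DMSO wells with enzyme for no effect and wells lacking enzyme for full effect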
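System: truncated SCP-1 phosphatase (76-261aa); medium: Tris acetate buffer pH 5.5 with MgCl2 and Tween-20; incubation: 45 min room-temperature reaction, 5 min colour, 30 min stabiliser; compound: single 20 µM dose, 1% DMSO; reagent: Phosphorylated 17-residue peptide substrate; read-out: % inhibition at 20 µM; technique: colorimetric free-phosphate detection, absorbance 630 nm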
LMPTP block = blocks human LMPTP phosphatase. P24666. recombinant LMPTP-A, OMFP fluorogenic substrate, fluorescence intensity. inhibition, % at 20 µM. actives 0.22% (n = 360,000). AID 651560;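 active means compounds that cut the enzyme signal by at least half of the control window in the single-dose screen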;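 further: plate controls were DMSO wells with enzyme plus substrate for no effect and substrate without enzyme for full effect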
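Test system – LMPTP-A phosphatase enzyme · Quantity – 0.625 nM LMPTP-A final · Reagent – OMFP substrate, 400 µM final · Dosing – one test concentration per compound, 20 µM, with 3% DMSO overall · Timing – 50 min enzyme reaction at room temperature, protected from light · Detection – fluorescence intensity · Controls – substrate-only low control, DMSO enzyme-plus-substrate high control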
NadD inh = inhibitors of Staphylococcus aureus NadD; purified NadD enzyme, colorimetric absorbance read-out; inhibition, % at 20 µM; actives 0.78% (n = 360,000); AID 602399; in the data active means inhibition above about 26%; further: some compounds past the cut are filed as inactive
SUMO1-SIM PPI = modulators of human SUMO1-mediated protein-protein interactions. SUMO1 binding to a labelled peptide, TR-FRET, 1 h. inhibition, % at 20 µM. actives 0.33% (n = 360,000). P63165; in the data active means inhibition above about 37%
STEP block = inhibitors of human striatal-enriched phosphatase STEP; P54829; recombinant STEP, OMFP fluorogenic substrate, fluorescence; inhibition, % at 20 µM; actives 0.25% (n = 360,000); AID 588621;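 active means inhibition at 20 µM, scaled per plate between control wells, above about 37%, limit read from the data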;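 further: 0% = DMSO with enzyme and substrate and 100% = substrate only without enzyme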
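Also added – OMFP at 25 µM · Test system – STEP tyrosine phosphatase · Technique – FITC-channel fluorescence of OMFP product · Schedule – 20 min at room temperature, dark · Evaluation – control-normalized % inhibition with plate pattern correction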
Neddyl block = cullin neddylation inhibition; P61081+Q13564; calls only at 25 µM; TR-FRET cullin neddylation, biochemical; actives 0.58% (n = 360,000); in the data active means inhibition above about 36%
Rin1 Abl inh = human Rin1-Abl interaction inhibition; TR-FRET Rin1/Abl binding, biochemical; inhibition, % at 7.35 µM; actives 0.4% (n = 360,000); AID 588664; in the data active means inhibition above about 5%, passing the limit was not always enough
Rpn11 inh = blocks the human proteasome subunit Rpn11 | actives 0.59% (n = 360,000) | human 26S proteasome, Ub4-pepOG fluorescence polarization; 20S core pre-blocked with epoxomicin | calls only at 20 µM;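 active means inhibition at 20 µM, scaled to each plate's controls, above about 33%, limit read from the data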
Active calls of the source: *; i = inactive; · = no result given; + = active, no number.

structure	DNMT1 inh	CSN deneddyl inh	Scp-1 inhibitor	LMPTP block	NadD inh	SUMO1-SIM PPI	STEP block	Neddyl block	Rin1 Abl inh	Rpn11 inh
Cc1cccc(C)c1NC(=O)N1CC=C(n2c(=O)[nH]c3ccccc32)CC1	5	-4	9	0.9	-1	1	-3	i	5	i
CN(C)C1=NC(=O)/C(=C\c2ccccc2)S1	4	3	-8	-1.3	-1	-14	-2	i	-6	i
COc1cc(N)c(Br)cc1C(=O)O	1	0	1	-1.2	-2	-2	0	i	-1	i
O=C1CC(CCC(=O)NC2CC2)c2ccccc2N1 (centres undefined)	-3	-1	0	-0.5	2	3	4	i	-2	i
Cc1cc2n(n1)C(c1ccc(N(C)C)cc1)Nc1ccccc1-2 (centres undefined)	1	-3	-3	1.6	2	1	-3	·	-4	i
O=C(COC(=O)COc1ccc(Cl)cc1Br)NC1CCCC1	-2	-3	·	-1.1	-5	5	0	i	-4	i
Cc1ccccc1OCc1nnc(SCC(=O)NCc2ccccc2)n1C	4	1	10	-2.3	-1	3	0	i	2	i
CCCCn1c(N)c(N(CCC(C)C)C(=O)C2CCCN(C(=O)c3ccc(Cl)cc3)C2)c(=O)[nH]c1=O (centres undefined)	1	-3	-4	-0.6	1	-1	-2	i	1	i
CN(C(=O)CSc1nnc(NCc2ccccc2)s1)C1CCS(=O)(=O)C1 (centres undefined)	2	-5	-7	-0.5	0	0	-1	i	-3	i
CC(C)n1ncc2c(C(=O)NCc3ccccc3CN(C)C)cc(C3CC3)nc21	1	-7	-5	-1.1	-12	1	0	·	0	i
Cc1ccc(S(=O)(=O)NCCS(=O)(=O)N2CCN(c3ccccc3)CC2)cc1	0	0	-1	0.1	-4	-1	0	i	5	i
O=C(CNC(=O)c1ccco1)OCc1ccc(Br)cc1	1	-1	-10	0.7	-8	5	-2	i	0	i
COc1ccc(CCNc2oc(-c3ccco3)nc2C#N)cc1	-2	0	-12	-0.3	-3	1	-2	+	-2	i
O=C(C1CC1)N1CCC(Oc2cccc(C(=O)N3CCCCC3CCO)c2)CC1 (centres undefined)	0	1	-8	-2.1	3	3	0	i	1	i
O=c1[nH]c(CN(CCc2ccccc2)S(=O)(=O)c2ccc(Cl)cc2)nc2ccccc12	3	-5	6	-0.1	-2	-1	2	i	5	i
COc1ccc2cc(C(N)=O)c(=Nc3ccccc3)oc2c1	0	2	-10	-1.4	-5	-11	-1	i	1	i
CCC(Sc1nc(N)c(NC(=O)c2ccc(OC)cc2)c(=O)[nH]1)C(=O)O (centres undefined)	-1	5	-1	-0.8	0	2	3	i	1	i
COc1ccccc1CCNC(=O)c1ccoc1C	-5	4	-4	-1.0	2	0	-2	i	0	i
N#Cc1c(-c2ccccc2)nc2n1CCS2	-5	-5	-6	-0.7	-4	4	0	i	1	i
Cc1ccc(-c2nnn3c2nc(NCCc2ccc(S(N)(=O)=O)cc2)c2ccccc23)cc1	89*	36*	-2	21	21	-4	2	i	-3	+
C/C(=N/N=C/c1ccccc1O)c1ccccc1O	5	-3	-3	-0.8	0	-5	2	i	-1	i
O=C1C=C(c2cccc(Br)c2)C[C@@H](c2ccc3c(c2)OCO3)C1	-4	1	-11	2.0	5	-4	4	i	4	i
Cc1nn(CC(=O)N/N=C/c2ccc3c(c2)OCO3)c(C)c1Br	0	-2	-7	-0.8	0	3	-1	i	3	i
CCCC(=O)N(CCN1CCOCC1)c1nc2c(C)cccc2s1	2	-2	1	0.5	2	5	-2	i	1	i
O=C(Nc1ccc(N2CCCCC2)cc1)c1cncc(Br)c1	-6	3	9	1.8	3	-3	-1	i	-1	i
CC1CCc2c(sc(NC(=O)c3ccc(N4C(=O)CCC4=O)cc3)c2C(N)=O)C1 (centres undefined)	-11	-3	-7	0.9	-20	-17	0	·	3	i
c1ccc(Nc2nc3ccccc3o2)cc1	-4	-3	-6	1.4	2	10	2	i	0	i
CCCCNC(=S)N/N=C/c1cccc(OCC)c1O	5	2	-2	1.6	4	-5	0	i	-1	i
CC(C)c1nnc(NC(=O)CCS(=O)(=O)Cc2ccccc2)s1	4	7	3	-0.2	-5	4	0	i	3	i
C[C@@H]1CN([C@H](C)CO)C(=O)CCCn2nncc2CO[C@H]1CN(C)C(=O)Nc1ccc(N2CCN(C)CC2)cc1	6	1	·	-3.9	5	-2	1	i	-4	i

Molecules shown so far that contain a halogen (8):
structure	DNMT1 inh	CSN deneddyl inh	Scp-1 inhibitor	LMPTP block	NadD inh	SUMO1-SIM PPI	STEP block	Neddyl block	Rin1 Abl inh	Rpn11 inh
COc1cc(N)c(Br)cc1C(=O)O	1	0	1	-1.2	-2	-2	0	i	-1	i
O=C(COC(=O)COc1ccc(Cl)cc1Br)NC1CCCC1	-2	-3	·	-1.1	-5	5	0	i	-4	i
CCCCn1c(N)c(N(CCC(C)C)C(=O)C2CCCN(C(=O)c3ccc(Cl)cc3)C2)c(=O)[nH]c1=O (centres undefined)	1	-3	-4	-0.6	1	-1	-2	i	1	i
O=C(CNC(=O)c1ccco1)OCc1ccc(Br)cc1	1	-1	-10	0.7	-8	5	-2	i	0	i
O=c1[nH]c(CN(CCc2ccccc2)S(=O)(=O)c2ccc(Cl)cc2)nc2ccccc12	3	-5	6	-0.1	-2	-1	2	i	5	i
O=C1C=C(c2cccc(Br)c2)C[C@@H](c2ccc3c(c2)OCO3)C1	-4	1	-11	2.0	5	-4	4	i	4	i
Cc1nn(CC(=O)N/N=C/c2ccc3c(c2)OCO3)c(C)c1Br	0	-2	-7	-0.8	0	3	-1	i	3	i
O=C(Nc1ccc(N2CCCCC2)cc1)c1cncc(Br)c1	-6	3	9	1.8	3	-3	-1	i	-1	i

(next part)
structure	DNMT1 inh	CSN deneddyl inh	Scp-1 inhibitor	LMPTP block	NadD inh	SUMO1-SIM PPI	STEP block	Neddyl block	Rin1 Abl inh	Rpn11 inh
CCCC(=O)Nc1cc(C(F)(F)F)ccc1N1CCOCC1	0	4	-5	-0.8	-6	0	-4	i	-1	i
CCCCOC(=O)Nc1cc(C)c(Cl)cc1OC	1	-2	-1	0.0	-4	4	-1	i	0	i
O=C1/C(=C/c2cccc3ccccc23)CCCc2ccccc21	-5	1	-6	3.7	-2	-6	2	i	-4	i
O=C(CC(O)c1ccccc1)Nc1ccccn1 (centres undefined)	0	-1	2	-1.1	-3	-2	-2	i	3	i
O=C(COc1ccc2c(c1)C(=O)CC1(CCCCC1)O2)NCc1ccccn1	-3	3	3	-0.9	-4	1	0	·	1	i
Fc1ccc(N2CCN(C3=Nc4cccc5cccc3c45)CC2)cc1	-4	11	-1	10	-2	-23	0	i	-5	+
O=C(Nc1ccccc1N1CCOCC1)c1ccc(OCc2cscn2)cc1	-2	-3	-7	0.8	-6	3	-4	i	0	i
O=C(NC(=S)NCc1ccccc1)C1CC1	1	-9	3	-0.6	1	1	2	i	3	i
O=C(O)C1C2C=CC(C3CC23)C1C(=O)O (centres undefined)	16	4	10	-0.7	-1	-2	5	i	-2	i
O=C(c1cccc(C(F)(F)F)c1)C1CCCN(Cc2cccc(OCCO)c2)C1 (centres undefined)	10	-3	-3	-1.7	-1	3	-3	i	5	i
CC1CCN(S(=O)(=O)c2cnc[nH]2)CC1	1	-3	-7	-0.3	-3	-2	-1	i	-2	i
CCOC(=O)c1csc(NC(=O)CN2CCOCC2)n1	1	0	5	-2.3	-7	0	-1	i	-1	i
Cc1ccc(NC(=O)c2ccnc(C(C)(C)C)c2)cc1	0	-3	-4	-0.7	-2	-1	0	i	0	i
COc1ccccc1Cn1c(=S)[nH]c2cc(C(=O)N3CCC(C(N)=O)CC3)ccc2c1=O	-3	90	-5	-0.5	7	-1	5	i	1	i
CCCN(C(=O)CSc1nnnn1C)C1CCS(=O)(=O)C1 (centres undefined)	0	-2	-8	-0.5	0	-1	0	i	-1	i
CCNc1nc(NCC)n2c(SCC(=O)Nc3ccccc3F)nnc2n1	2	-3	3	-0.4	-4	5	6	i	1	i
CCC(=O)c1ccc(OCC(=O)OCC(=O)NCc2cccs2)cc1	-2	-3	-4	0.0	-3	-1	0	i	5	i
CS(=O)(=O)N1CCCC(C(=O)Nc2ccc(F)cc2F)C1 (centres undefined)	3	-6	-4	0.3	-8	0	0	i	3	i
Cc1cc(C)n2nc(SCc3ccc(C#N)cc3)nc2n1	3	1	6	-1.5	-2	0	1	i	-1	i
COCc1cc(Sc2ccc(OC)cc2)nc(-c2ccccc2)n1	6	-1	-3	2.8	-4	1	2	i	0	i
O=S(=O)(c1ccccc1C(F)(F)F)N1CCN(CC(O)COc2ccccc2F)CC1 (centres undefined)	-2	0	-2	-0.5	-6	-2	-1	i	6	i
Cc1ccc(N(CC(=O)O)C2SC(=O)NC2=O)cc1 (centres undefined)	5	-1	-3	-0.9	2	0	-3	i	6	i
O=S(=O)(NCC(c1ccco1)N1CCc2ccccc2C1)c1ccc(F)cc1 (centres undefined)	-1	0	-3	1.9	0	22	2	i	2	i
N#CCCn1cc(C=C(C#N)C#N)c(-c2ccc(-c3ccccc3)cc2)n1	-9	2	-17	2.6	-2	-8	1	i	0	i
COC(=O)CCC(=O)NS(=O)(=O)c1ccc(N=NN2CCOCC2)cc1	-3	1	-13	0.4	-2	0	0	i	2	i
Cc1cccc(C(=O)N[C@H](C(=O)NCCc2ccc(S(N)(=O)=O)cc2)C(C)C)c1	0	-4	-12	-1.6	-6	3	-3	i	0	i

Outcome played no part in choosing rows, and some 3.8% of all compounds hit somewhere here.
